# TEAD-YAP block: TEAD-YAP interaction inhibition | HEK-TIYL cells, TEAD-Gal4/YAP UAS-luciferase luminescence | inhibition, % at 9.12 µM | 640,000 tested, 1.4% active; in the data active means inhibition above about 32%;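 further: 0% = median of test compound wells and 100% = reference inhibitor wells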
# MITF inh: human MITF inhibition, primary screen. O75030. inhibition, % at 2.6 µM. AlphaScreen MITF homodimerization, bead proximity signal. 650,000 tested, 0.91% active; in the data active means inhibition above about 50%;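 further: 0% = vehicle wells with protein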
# Target sequence (O75030 whole entry, looked up): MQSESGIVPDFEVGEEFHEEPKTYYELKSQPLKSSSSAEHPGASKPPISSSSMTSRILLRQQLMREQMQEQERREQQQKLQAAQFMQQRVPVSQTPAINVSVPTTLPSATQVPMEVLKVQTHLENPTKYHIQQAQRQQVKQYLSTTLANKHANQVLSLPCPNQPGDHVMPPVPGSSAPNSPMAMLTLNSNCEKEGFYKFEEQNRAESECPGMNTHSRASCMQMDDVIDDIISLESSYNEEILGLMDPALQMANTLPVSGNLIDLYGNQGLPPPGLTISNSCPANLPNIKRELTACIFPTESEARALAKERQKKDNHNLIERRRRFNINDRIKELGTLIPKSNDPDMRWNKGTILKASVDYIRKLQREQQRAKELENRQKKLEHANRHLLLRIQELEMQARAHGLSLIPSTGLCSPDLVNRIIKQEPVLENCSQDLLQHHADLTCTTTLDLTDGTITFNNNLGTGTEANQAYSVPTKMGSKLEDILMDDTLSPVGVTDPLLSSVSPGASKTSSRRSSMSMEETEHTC
# FBW7 activator: activators of human E3 ligase FBW7; AlphaScreen FBW7–phospho-cyclin E peptide binding, activator screen; normalized activity (activation), % at 26.1 µM; 650,000 tested, 0.13% active; AID 1259310; in the data active means normalized activity above about 1.9%;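 further: purified mutant Fbw7 with reduced substrate affinity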
# GPR151 activ: activators of human GPR151; PathHunter beta-arrestin GPR151 cells, luminescence; activation, % at 11.2 µM; 650,000 tested, 1% active; AID 1508602; in the data active means activation above about 4.9%;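 further: 0% = median of compound wells and 100% = cells with positive control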
# Target sequence (Q8TDV0 whole entry, looked up): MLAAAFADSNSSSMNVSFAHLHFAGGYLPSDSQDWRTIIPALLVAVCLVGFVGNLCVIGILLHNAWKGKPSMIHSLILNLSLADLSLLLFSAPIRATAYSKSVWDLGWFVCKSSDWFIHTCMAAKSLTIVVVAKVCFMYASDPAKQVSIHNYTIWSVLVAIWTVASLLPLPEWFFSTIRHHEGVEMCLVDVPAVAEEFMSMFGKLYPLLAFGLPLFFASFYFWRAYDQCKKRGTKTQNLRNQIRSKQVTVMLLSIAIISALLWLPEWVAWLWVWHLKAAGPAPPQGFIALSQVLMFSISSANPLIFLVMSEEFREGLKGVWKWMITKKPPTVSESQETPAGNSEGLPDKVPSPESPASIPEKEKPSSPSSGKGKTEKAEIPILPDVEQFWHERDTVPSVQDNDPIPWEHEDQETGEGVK
# The depositor's hits bear a star; & = joins results of further samples.
SMILES,TEAD-YAP block,MITF inh,FBW7 activator,GPR151 activ
COc1ccc(C2CC(=O)C3=C(C2)Nc2ccccc2NC3c2ccc(Cl)cc2)cc1 (stereo unspecified),10,19,0.1,3.0
CC1CN(CC(=O)NCc2cc(F)ccc2F)Cc2cc(Cl)ccc2O1 (stereo unspecified),6,7,-0.1,1.2
Cc1cccc(N=c2c([N+](=O)[O-])nn(-c3ccccc3C)n2O)c1,6,17,0.9,1.3
CCc1nc2nc(C)cc(NCCc3cccc(C)c3)n2n1,-3,-14,-0.2,0.3
CC(=O)N1N=C(c2c(C)nc3ccc(Br)cc3c2-c2ccccc2)CC1c1ccc(Br)cc1 (stereo unspecified),2,14,0.0,-1.2
CC1(C)C(=O)C2(CCCCC2)C(=O)OC1c1ccc(Br)cc1 (stereo unspecified),6,7,0.5,-1.0
CCOCc1nnc(NS(=O)(=O)c2ccc(Cl)cc2)s1,1,15,-0.1,-0.7
C#CCNC(=O)NCCCCCCNC(=O)NCC#C,2,3,-0.1,-0.4
OCc1cccc(-c2cnc(Nc3ccc(N4CCOCC4)cc3)c3nccn23)c1,-11,12,0.0,-0.6
Cn1cccc1CNC(=O)CN1C(=O)c2ccccc2C1=O,14,6,0.8,-2.4
O=c1[nH]c(=S)n(-c2ccc(F)cc2)c(O)c1C=NC1CCN(Cc2ccccc2)CC1,-3,5,0.4,-0.9
CCN(CC)c1nc(NCc2cccnc2)nc(Nc2ccc3c(c2)OCO3)n1,-6,7,0.1,0.9
CCOCCCNC(=O)CCCn1nnc2ccccc2c1=O,8,8,0.1,2.3
COc1ccc(C(=O)c2cnc3ncccn23)cc1,-21,3,0.0,0.7
Ic1ccc2ncnc(NCCN3CCOCC3)c2c1,8,3,0.2,4.6
COc1ccc(NC(=S)N(Cc2cccnc2)Cc2ccccc2Cl)cc1Cl,-15,4,0.0,1.3
O=C(NCc1ccccc1Cl)c1ccco1,4,22,0.0,0.9
COc1cc2nc(-c3ccc(N(C)C)cc3)n(C)c2cc1OC,-71,3,-0.2,0.0
O=C(NCCc1ccccc1)Nc1ccc2c(c1)N(C(=O)c1ccccc1)CCC2,4,-3,0.1,3.8
CCCCc1c(C)nn(-c2nnc3c(n2)[nH]c2ccc(Br)cc23)c1C,-5,-2,0.1,1.3
COc1ccc(CN2CCc3nnc(CNC(=O)C4CCC(=O)N4)n3CC2)cc1C (stereo unspecified),6,7,-0.1,1.1
Cc1cccc(NC(=O)CSc2nnc(-c3ccccc3N)n2C)c1,11,8,-0.1,-0.6
Nc1nc(SCc2ccccc2)ns1,-42,-10,-0.1,4.2
O=C(CCC(=O)N(CC(=O)NC1CCCCC1)Cc1ccco1)Nc1ccccn1,4,6,-0.1,0.5

# Just TEAD-YAP block (2 entries from above):
molecule | TEAD-YAP block
COc1ccc(C(=O)c2cnc3ncccn23)cc1 | -21
Ic1ccc2ncnc(NCCN3CCOCC3)c2c1 | 8

# Remaining list, next part.
SMILES,TEAD-YAP block,MITF inh,FBW7 activator,GPR151 activ
Cc1ccc(C)c(NC(=O)c2ocnc2C)c1,7,6,-0.1,-1.0
CCC1CCCCN1C(=O)CC1(c2cccc(F)c2)CC(=O)N(C2CCCC2)C1=O (stereo unspecified),-52,11,-0.1,0.5
COCC(=O)Nc1c(C)nc2cnc(-c3ccccc3)cn12,-3,3,-0.2,-0.5
CCOc1ccc(C(NC(C)=O)c2cc(OC)c(OC)cc2Br)cc1 (stereo unspecified),2,-3,0.0,2.1
CCOC(=O)C1=C(C)NC(=S)NC1c1ccc(N(C)C)cc1 (stereo unspecified),-4,6,-0.1,-0.2
Cc1cc(N)ccc1NC(=O)c1ccccc1,-6,7,0.2,-1.2
CCOc1ccc(-n2nc(C(=O)N3CCN(c4ccccc4)CC3)c3ccccc3c2=O)cc1,-9,-2,0.1,1.9
O=S(=O)(c1ccc(Br)c2ccccc12)N1CCN(c2ccc(F)cc2)CC1,0,-15,-0.2,-0.4
O=C(CCCCCn1c(=S)[nH]c2cc3c(cc2c1=O)OCO3)N1CCN(C2CCCCC2)CC1,7,0,-0.1,0.7
O=S(=O)(Nc1ccc(F)cc1F)c1ccc(F)cc1,8,1,0.1,-0.7
Cc1cccc(NC(=O)c2sc3nc(C)nc(N4CCOCC4)c3c2C)c1,-9,9,0.1,1.2
O=C(c1ccc(-n2cnnn2)cc1)N1CCOc2ccc(CN3CCCC(CO)C3)cc2C1 (stereo unspecified),4,0,0.2,-1.1

# Compounds listed so far that have a Cl atom:
SMILES,TEAD-YAP block,MITF inh,FBW7 activator,GPR151 activ
COc1ccc(C2CC(=O)C3=C(C2)Nc2ccccc2NC3c2ccc(Cl)cc2)cc1 (stereo unspecified),10,19,0.1,3.0
CC1CN(CC(=O)NCc2cc(F)ccc2F)Cc2cc(Cl)ccc2O1 (stereo unspecified),6,7,-0.1,1.2
CCOCc1nnc(NS(=O)(=O)c2ccc(Cl)cc2)s1,1,15,-0.1,-0.7
COc1ccc(NC(=S)N(Cc2cccnc2)Cc2ccccc2Cl)cc1Cl,-15,4,0.0,1.3
O=C(NCc1ccccc1Cl)c1ccco1,4,22,0.0,0.9

# Next section.
SMILES,TEAD-YAP block,MITF inh,FBW7 activator,GPR151 activ
COCCCNC(=O)CN1C(=O)c2ccccc2C1=O,-5,0,-0.1,1.3
O=C(Nc1ccccc1)Nc1nccs1,-1,-15,0.4,-1.1
O=C(COc1ccc(S(=O)(=O)N2CCOCC2)cc1)NCc1ccco1,17,16,0.5,2.2
CCOc1ccc(S(=O)(=O)N2CCN(c3ncccn3)CC2)c2cccnc12,-28,11,0.0,3.8
O/N=C1/C(c2ccccc2)=Nc2ncnn2C1c1ccc(Cl)cc1 (stereo unspecified),-10&-6,-13&-6,0.0&-0.1,-0.7&2.6
Cc1ccc(-c2nnc(SCC(=O)NC(C)(C)C)n2C)cc1,-3,-2,0.0,1.2
O=C([C@H](O)c1ccccc1Cl)N1CCC(Nc2ccc3[nH]ncc3c2)CC1,1,8,-0.3,0.4
c1cncc(C2CCCCN2c2nc3nonc3nc2N2CCSCC2)c1 (stereo unspecified),0,-10,0.0,4.2
Cc1cc(C=C2C(=O)NC(=O)NC2=O)c(C)n1-c1cccc(F)c1,-3,4,0.0,-0.4
CCc1c(C)nc2ncnn2c1N1CCCC(C(=O)NCc2ccc3c(c2)OCO3)C1 (stereo unspecified),10,-11,0.2,1.5
COc1cccc(C2c3c(oc4ccc(Cl)cc4c3=O)C(=O)N2CCN(C)C)c1 (stereo unspecified),-71,-6,0.1,0.4
Cc1ccc(CSCCNC(=O)/C=C/c2ccc3c(c2)OCO3)cc1,13,10,0.3,-0.2

# Of the compounds above, 3 contain an aryl thioether with sulfur outside any ring:
SMILES,TEAD-YAP block,MITF inh,FBW7 activator,GPR151 activ
Cc1cccc(NC(=O)CSc2nnc(-c3ccccc3N)n2C)c1,11,8,-0.1,-0.6
Nc1nc(SCc2ccccc2)ns1,-42,-10,-0.1,4.2
Cc1ccc(-c2nnc(SCC(=O)NC(C)(C)C)n2C)cc1,-3,-2,0.0,1.2

# Continued:
SMILES,TEAD-YAP block,MITF inh,FBW7 activator,GPR151 activ
Cc1cc(C)n2nc(C(=O)N/N=C/c3cccnc3)nc2n1,-9,-6,0.1,1.1
C/C(=N\N=C(/C)c1cccc(N)c1)c1cccc(N)c1,-1,-1,-0.1,0.9
COc1ccc([N+](=O)[O-])cc1NC(=O)CCN1CCN(C/C=C/c2ccccc2)CC1,-3,4,-0.1,0.0
Clc1ccccc1COc1ccc(Nc2ncnc3ccccc23)cc1,6,-3,-0.1,-1.4
COc1ccc(C(=O)NC(=S)N2CCN(c3ccccc3O)CC2)cc1OC,-5,-10,-0.2,0.2
O=C(NC(=O)C(F)(F)F)Nc1nncs1,2,12,0.2,0.0
CC(=O)Nc1ccccc1OCC(=O)NCC(F)(F)F,4,-1,-0.1,-1.8
COc1ccc(CC2(CO)CCN(S(=O)(=O)c3c(C)nn(C)c3C)CC2)cc1,-3,11,0.2,-0.3
CCCCCCCC(=O)N/N=C(\C)Cn1nnc([N+](=O)[O-])n1,2,-5,0.0,-0.5
CCCOC1(C(F)(F)F)NC(=O)N(Cc2ccccn2)C1=O (stereo unspecified),3,14,-0.1,-1.2
C(#Cc1ccc(C#CCN2CCOCC2)cc1)CN1CCOCC1,15,-17,0.2,-2.0
O=C(O)c1ccc(Cl)c([N+](=O)[O-])c1,6,3,-0.3,-0.9
C=CCNC(=S)N/N=C/c1ccccc1,11,-5,0.1,0.9
Cc1cccc(C)c1NC(=O)C(c1ccccc1)N(C)C(=O)c1cnccn1 (stereo unspecified),6,0,-0.1,0.2
CCCCCOc1ccc(NC(=O)c2cc3ccccc3o2)cc1,0,0,0.3,-0.1
COc1cc(OC)c(NC(=O)c2ccc(N3CC4CC(C3)c3cccc(=O)n3C4)c(NC(=O)c3cccnc3)c2)cc1Cl (stereo unspecified),1,-7,0.0,1.3
N#Cc1ccc(OCC(=O)Nc2nn[nH]n2)cc1,1,17,-0.8,1.5
CC(C)(C)C(=O)Nc1ccnn1C1CCN(Cc2ccc(F)cc2Cl)CC1,11,10,0.0,-0.1
O=C(O)C1CCN(Cc2ccc(-c3cccs3)s2)CC1,-8,-6,0.0,0.7
Cn1cnc([N+](=O)[O-])c1Oc1ccccc1,6,9,0.1,0.0
N#Cc1ccc(CSc2nnc(-c3ccc(C#N)cc3)o2)cc1,11,8,1.2,0.6
CSCc1nc2sc(C(=O)NCCOc3ccc(C)cc3)c(C)c2c(=O)[nH]1,-3,18,0.1,-1.1
O=C(COC(=O)C1CCN(S(=O)(=O)c2cccc3cccnc23)CC1)c1cccc([N+](=O)[O-])c1,3,15,0.0,-1.9
Cc1ccc(S(=O)(=O)N(c2ccccc2)C2CCS(=O)(=O)C2)cc1 (stereo unspecified),0,-1,-0.4,0.0
C[C@H]1NC(=O)[C@@H]2C[C@H](NC(=O)c3ccccc3Cl)CN2C1=O,-1,-6,0.0,0.8
O=C1C(=O)N(c2nc3ccccc3s2)C(c2cccc(O)c2)/C1=C(\O)c1ccc(Cl)cc1 (stereo unspecified),11,14,0.1,0.4
Cc1ccc(CCN=c2c([N+](=O)[O-])nn(-c3cccc(Cl)c3)n2O)cc1,18,17,-0.4,-0.8
COc1ccccc1N(CCN1C(=O)c2cccc3cccc(c23)C1=O)C(C)=O,-7,-7,-0.1,0.0
O=C(Nc1c(O)c2ccccc2[nH]c1=O)c1ccccc1Br,-2,1,-0.1,1.6
O=C1C(Cl)=C(NCc2cccnc2)C(=O)c2ccccc21,-13,15,-0.1,-3.6
COc1ccc(NC(=O)CSc2ccc3nnc(-c4cccs4)n3n2)cc1,7,12,0.3,-1.1
CC(C)C(=O)Nc1ccc(C(=O)NN2C(=O)c3ccccc3C2=O)cc1,2,3,-0.1,0.5
CCN(CC)c1nc(NCc2ccc3c(c2)OCO3)nc(Nc2cc(OC)c(OC)c(OC)c2)n1,-10,12,0.1,2.2
CCN=C1SC(CC(=O)Nc2ccc(F)c(Cl)c2)C(=O)N1CC (stereo unspecified),-9,-13,-0.3,-0.1
COc1cc(NC(=O)c2cc3nc(-c4ccccc4)cc(-c4ccccc4)n3n2)c(OC)cc1Cl,2,-5,-0.1,1.3
COc1cccc(NC(=O)C2C3C=CC4(O3)C2C(=O)N(Cc2ccc3c(c2)OCO3)C4C(=O)NC2CCCCC2C)c1 (stereo unspecified),-3,1,-0.1,-0.3
Fc1ccc(-n2c(SCc3cccnc3)nc3cccnc32)cc1,-13,0,0.0,1.2
COc1ccc2nc(NC(=O)Cn3cnc4c3c(=O)n(C)c(=O)n4C)sc2c1,13,9,-0.2,0.6
CCOc1ccccc1/C=C1\N=C(c2cc([N+](=O)[O-])ccc2Cl)OC1=O,-4,1,-0.1,0.7
NC(=O)NC(c1ccccc1)c1ccc(F)cc1 (stereo unspecified),-2,15,0.7,-1.1
CCCOc1ccccc1/C=C1/C(=O)NN(c2ccc(O)cc2)C1=O,3,11,-0.1,-1.0
COc1ccc(CC(=O)Nc2ccc(Cl)cc2C)cc1OC,11,2,0.2,2.4
O=C1CC(N(C(=O)c2ccncc2)c2cccc(Cl)c2)C(=O)N1c1cccc(Cl)c1 (stereo unspecified),2,13,0.0,-0.4
COc1ccc(C)cc1S(=O)(=O)N1CCC(C(=O)Nc2cccc([N+](=O)[O-])c2)CC1,6,23,0.6,1.9
COc1cc(/C=C2\NC(=S)NC2=O)ccc1Oc1ccc([N+](=O)[O-])cc1[N+](=O)[O-],-1,15,-0.2,-0.7
COc1cccc(OCC(=O)N(Cc2nc(-c3ccc(Cl)cc3)no2)C(C)C)c1,-9,20,0.3,0.3
NC(=O)c1cc(NC(=O)CSc2nc(-c3ccc(F)cc3)cs2)cc(C(N)=O)c1,-11,-1,-0.1,0.6
CCOCCCNC(=O)c1c[nH]n2c(=O)cc(C)nc12,5,16,-0.1,0.4
O=C(COc1cccc(C(F)(F)F)c1)NN1CCOCC1,1,5,-0.1,-1.2
Cc1ncc2c(c1CNC(=O)Cc1cccs1)CCN(C(=O)CCCc1ccccc1)C2,-7,15,0.2,0.6
CCn1c(SCC(N)=O)nc2c(c1=O)SC(C)C2 (stereo unspecified),-2,-2,-0.3,1.3
O=S(=O)(NCc1ccco1)c1cccc(S(=O)(=O)N2CCOCC2)c1,11,-2,0.0,0.2
COc1ccc(NC(=O)C(C)(C)C)cc1,6,20,0.1,-1.4
Cc1cc(=O)oc2cc(OC(=O)c3ccc(F)cc3)ccc12,5,-4,-0.1,-0.2
O=C(Nc1ccc2ccccc2n1)c1ccccc1O,-5,4,0.3,-2.6

# Source: PubChem (The Scripps Research Institute Molecular Screening Center)
